# miR122 inh = inhibitors of miR-122 in Huh7 cells; hit rate 0.3% among 340,000; activation (reporter increase), % at 12.5 µM; AID 602342; Huh7 miR-122 Renilla luciferase sensor, 48 h; neutral wells = 0, positive control = 100;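 active = mean replicate activation score at least 90 and every replicate individually at or above 90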;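 also: higher luciferase means less miR-122 activity so hits act as miR-122 inhibitors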
# INS-1E GSIS act = GLuc luminescence reporter in INS-1E cells, primary screen for activators of glucose-dependent secretion of insulin; activation, % at 16.6 µM; INS-1E GLuc reporter insulin secretion, 2-3 h; AID 743287; hit rate 0.61% among 370,000;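 active = lowest replicate activation of at least 40%, so every replicate reaches that level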;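 also: 0% = median of neutral control wells and 100% = median of IBMX positive control wells; some compounds called inactive have numbers as strong as hits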
# Cneo AK release = causes C. neoformans cell lysis; AID 651654; adenylate kinase release luminescence, 4 h; normalised: neutral wells 0, clomiphene wells 100; lysis activity, % at 15 µM; hit rate 0.2% among 360,000;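 active = mean lysis activity across replicates of at least 80%, whatever share of replicates individually reach that level; inactive = mean lysis activity below 80%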
#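 Test system: log-phase Cryptococcus neoformans yeast cells. Input: 5 × 10^6 yeast cells/mL. Medium: fresh YPD growth medium. Doses: single dose. Incubation: static 4 h at 37 °C with compound, 1 h detection. Measured by: luminescent adenylate kinase detection reagent. Read-out: signal increase indicating cell lysis. Benchmarks: Clomiphene.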
# PGC1a acetyl inh = modulators of PGC1a acetylation | inhibition, % at 15.6 µM | U2OS PGC1a acetylation, AlphaScreen anti-acetyl-lysine; with virally co-expressed GCN5 acetyltransferase | hit rate 0.17% among 350,000;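 active = every replicate shows inhibition of at least 40%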;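 also: 0% = neutral control wells and 100% = positive control wells; some results beyond the cut were filed as inactive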
# PglD inh = blocks C. jejuni PglD acetyltransferase activity | purified PglD enzyme, DTNB colorimetric CoA detection | inhibition, % at 12.5 µM | hit rate 0.098% among 360,000; in the data active = inhibition above about 16%, passing the limit was not always enough; also: strong numbers were not always called active
# FN deposit inh = fibronectin deposition inhibition; inhibition, % at 12.6 µM; hit rate 0.086% among 350,000; AID 743247; AH1F fibroblasts, Alexa488-fibronectin deposition fluorescence, overnight;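 active = mean inhibition across replicates of 30% or more, regardless of how many single replicates reach that level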;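 also: positive control wells lacked labelled fibronectin entirely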
#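 Test system: AH1F fibroblast monolayer depositing Alexa488-labelled fibronectin into matrix. Input: 10000 cells per well. Technique: fluorescence, ex 485 nm, em 525 nm. Buffer or medium: DMEM plus 2% serum, read in PBS. Timing: 1 h cell adhesion before compound, then overnight fibronectin incubation. Compound: single dose, pinned. Read-out basis: inhibition from reduced deposited-fibronectin fluorescence.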
# C2C12 statin = suppression of simvastatin myotoxicity. C2C12 myotubes + simvastatin, ATP luminescence, 48 h; scaled: DMSO 0, geranylgeraniol control 100. rescue of ATP level, % at 7.49 µM. hit rate 0.78% among 330,000. AID 602340;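 active = mean ATP rescue above about 67%, or every replicate alone reaching that limit, limit read from the data, passing the limit was not always enough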;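 also: myotubes were challenged with 10 µM simvastatin during compound exposure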
# CFTR F508del cor = correctors of CFTR F508del function in bronchial epithelial cells | CFBE cells, YFP halide quenching; stimulated with forskolin plus potentiator P3; % fluorescence drop versus neutral controls | activity (quench increase), % at 7.58 µM | hit rate 0.36% among 350,000 | AID 720511;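 active = mean added fluorescence quench of at least 8% versus neutral control, with both replicates also reaching 8%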;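 also: cells transiently co-express mutant CFTR-F508del with the halide-sensitive YFP; corrector assay measuring rescue of mutant channel to the surface after 24 h compound exposure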
# Starred values were filed as active, the others as inactive; . = no result given; [ ] = remark or other dose. Not a hit list. Share with any hit: about 2.1%.
entry	SMILES	miR122 inh	INS-1E GSIS act	Cneo AK release	PGC1a acetyl inh
1	CO[C@H]1CN(C)C(=O)c2cc(NC(=O)c3ccc(F)cc3)ccc2OC[C@@H](C)N(Cc2cocn2)C[C@@H]1C	.	15	-5	-2
2	C[C@@H]1CN([C@@H](C)CO)C(=O)c2cccc(NS(=O)(=O)c3ccccc3)c2O[C@@H]1CN(C)C	-3[16.7 µM]	11	-1	0
3	CCOC(=O)Nc1nc2ccccc2s1	81	.	0	16
4	CCCCCCCNC(=O)COc1ccc2c(c1)C(=O)CC(C)(C)O2	1	.	10	-8
5	O=C1Nc2ccccc2/C1=N\N1CCOCC1	7	.	9	6
6	N#C/C(C(=O)NCc1ccccc1)=C1/N=C(NC(=O)c2ccco2)c2ccccc21	0	.	-3	-16
7	O=C(OCc1nnc(-c2ccccc2)o1)c1ccco1	-4	.	2	9
8	CCOC(=O)C1CCCN(S(=O)(=O)c2ccc3ccccc3c2)C1 (stereo not drawn)	6	.	2	.
9	Cc1ccc2c(c1)N(C(=O)CCC(=O)NCCCN1CCN(C)CC1)CC(C)O2 (stereo not drawn)	0	7	-2	-9
10	O=C(NCCCN1CCCC1=O)[C@H](CSCc1ccccc1)N1Cc2ccccc2C1=O	1	-7	-1	-1

entry	PglD inh	FN deposit inh	C2C12 statin	CFTR F508del cor
1	-1	5	8	-1.0
2	-1	2	-5	3.0
3	0	-14	-6	.
4	2	-7	.	.
5	-6	-3	.	1.0
6	-2	-4	8	-0.2
7	-1	.	-16	.
8	-1	.	7	.
9	-4	-12	0	-0.4
10	3	-10	.	-0.7

# Remaining list, next part
entry	SMILES	miR122 inh	INS-1E GSIS act	Cneo AK release	PGC1a acetyl inh
11	COc1cccc(NC(=O)c2ocnc2C)c1	-4	-4	-5	-7
12	CCC(C(=O)Nc1nc(C)c(C(=O)OC)s1)c1ccccc1 (stereo not drawn)	2	-2	1	-5
13	COc1ccc(N2CC(C(=O)Nc3ccncc3)CC2=O)cc1 (stereo not drawn)	-5	8	7	2
14	COc1ccc(CNC(=O)CCN2C(=O)c3ccccc3C2=O)cc1	-2	6	0	7
15	O=C1CC(c2ccccc2)C(C(=O)Nc2ccccc2F)N1 (stereo not drawn)	-5	8	-1	.
16	COc1ccc(C(=O)Nc2cc(OC)ccc2OC)cc1	.	10	-1	.
17	CCN(CC(=O)Nc1ccc2c(c1)OCCO2)C(=O)COc1cc(C)ccc1Cl	.	-24	-1	.
18	CCOC(=O)Cc1csc(NC(=O)CN2CCOCC2)n1	2	13	1	-2
19	CN(C)c1ccc(C2NCCS2)cc1 (stereo not drawn)	-6	.	5	3
20	O=C(NC1CCS(=O)(=O)C1)Oc1ccccc1 (stereo not drawn)	27	.	2	-1

entry	PglD inh	FN deposit inh	C2C12 statin	CFTR F508del cor
11	-1	-3	.	.
12	-3	-6	-1	-2.0
13	-5	-8	-2	3.1
14	0	3	0	0.1
15	2	-4	3	-2.5
16	4	.	-9	.
17	0	14	-2	0.9
18	-7	-3	21	-1.8
19	4	-4	8	.
20	4	.	.	.

# Next entries
entry	SMILES	miR122 inh	INS-1E GSIS act	Cneo AK release	PGC1a acetyl inh
21	COc1ccc(-n2nnnc2SCC(=O)NC2CCS(=O)(=O)C2)cc1 (stereo not drawn)	.	11	0	.
22	C[C@@H]1NS(=O)(=O)[C@H]2C[C@@H]3C=C[C@]2(O3)[C@H]1OC(=O)Nc1ccc(C(F)(F)F)cc1[N+](=O)[O-]	1	.	-1	-29
23	Cc1ccc(Cl)cc1N1CCN(Cc2nc3c(c(=O)[nH]c(=O)n3C)n2Cc2ccccc2F)CC1	-10	-1	0	-14
24	c1cc(-c2cnc3cccnn23)c2cccnc2c1	12	.	-13	18
25	O=C(Nc1ccc2c(c1)OCCO2)C1CCCN(S(=O)(=O)Cc2ccccc2)C1 (stereo not drawn)	-6	.	-1	0
26	C[C@@H]1CN([C@@H](C)CO)C(=O)c2cc(C#CC3(O)CCCC3)cnc2O[C@H]1CN(C)C	13[16.7 µM]	11	-1	16
27	CO[C@@H]1CN(C)C(=O)c2ccc(NS(=O)(=O)c3ccc(-c4ccccc4)cc3)cc2OC[C@@H](C)NC[C@@H]1C	.	-2	.	1
28	C[C@@H]1CCCCO[C@@H](CN(C)Cc2ccccc2)[C@@H](C)CN([C@H](C)CO)C(=O)c2cc(NC(=O)Nc3ccc(F)cc3)ccc2O1	-1[16.7 µM]	-8	-2	-5
29	Cc1ccc(C(=O)C=CNNC(=O)c2ccccc2)cc1	-1	-9	-1	.
30	Cc1ccc(C(=O)OCC(=O)Nc2cccc(Br)c2)s1	1	15	-1	8

entry	PglD inh	FN deposit inh	C2C12 statin	CFTR F508del cor
21	-2	-2	1	-1.7
22	-2	-10	2	1.4
23	-1	-8	.	0.1
24	1	10	14	-2.0
25	0	.	12	.
26	9	-12	1	-0.2
27	.	8	.	0.7
28	0	.	.	-0.5
29	1	4	2	2.4
30	-10	3	-35	-2.3

# Whole records as entered above:
# O=C(Nc1ccc2c(c1)OCCO2)C1CCCN(S(=O)(=O)Cc2ccccc2)C1 (stereo not drawn) across the screens: miR122 inh: -6; INS-1E GSIS act: .; Cneo AK release: -1; PGC1a acetyl inh: 0; PglD inh: 0; FN deposit inh: .; C2C12 statin: 12; CFTR F508del cor: .
# Cc1ccc(C(=O)OCC(=O)Nc2cccc(Br)c2)s1 across the screens: miR122 inh: 1; INS-1E GSIS act: 15; Cneo AK release: -1; PGC1a acetyl inh: 8; PglD inh: -10; FN deposit inh: 3; C2C12 statin: -35; CFTR F508del cor: -2.3
# C[C@@H]1CN([C@@H](C)CO)C(=O)c2cc(C#CC3(O)CCCC3)cnc2O[C@H]1CN(C)C across the screens: miR122 inh: 13[16.7 µM]; INS-1E GSIS act: 11; Cneo AK release: -1; PGC1a acetyl inh: 16; PglD inh: 9; FN deposit inh: -12; C2C12 statin: 1; CFTR F508del cor: -0.2

# Next part:
entry	SMILES	miR122 inh	INS-1E GSIS act	Cneo AK release	PGC1a acetyl inh
31	COc1cc(Cl)c(C)cc1NC(=O)CSc1nnc(CCC(=O)O)c(=O)[nH]1	-1	-11	-1	10
32	Cc1cc(C(=O)Nc2ccc(N3CCOCC3)c(Cl)c2)c(C)o1	-2	0	.	-5
33	O=C(C[C@@H]1C=C[C@@H](NC(=O)C2CCC2)[C@H](CO)O1)Nc1nccs1	.	-4	-4	-2
34	CCCC(=O)N1CC(=O)Nc2ccc(C)cc2C1c1ccc(F)cc1 (stereo not drawn)	-3	-6	-1	-3
35	COc1ccccc1-c1ccc([C@@H]2[C@H](C#N)N[C@H]2CO)cc1	.	7	-3	-12
36	CC(=O)N/C(=C\c1ccc(Cl)cc1)C(=O)O	5	.	1	-7
37	C[C@H](CO)N1C[C@H](C)[C@H](CN(C)C(=O)CCCN(C)C)OCCCC[C@H](C)Oc2ccc(NS(C)(=O)=O)cc2C1=O	9[16.7 µM]	7	52	7
38	NCC[C@H]1CC[C@H](NS(=O)(=O)Cc2ccccc2)[C@H](CO)O1	-9[16.7 µM]	-3	1	-12
39	O=C(C[C@H]1C=C[C@@H](NC(=O)c2ccc(F)cc2)[C@@H](CO)O1)NCc1ccncn1	.	14	-2	-29
40	CC(C)(C)NC(=O)C(OC(=O)c1ccco1)c1ccccc1F (stereo not drawn)	.	-8	-2	.

entry	PglD inh	FN deposit inh	C2C12 statin	CFTR F508del cor
31	4	-8	-4	0.4
32	.	-6	-13	0.6
33	2	4	-7	1.4
34	2	-1	.	-0.8
35	-1	2	-23	1.9
36	-5	-5	.	0.4
37	1	.	44	0.3
38	2	-11	-9	4.3
39	4	-2	17	-2.5
40	0	6	12	-1.4

# The list goes on; the last four above are carried over.
entry	SMILES	miR122 inh	INS-1E GSIS act	Cneo AK release	PGC1a acetyl inh
37	C[C@H](CO)N1C[C@H](C)[C@H](CN(C)C(=O)CCCN(C)C)OCCCC[C@H](C)Oc2ccc(NS(C)(=O)=O)cc2C1=O	9[16.7 µM]	7	52	7
38	NCC[C@H]1CC[C@H](NS(=O)(=O)Cc2ccccc2)[C@H](CO)O1	-9[16.7 µM]	-3	1	-12
39	O=C(C[C@H]1C=C[C@@H](NC(=O)c2ccc(F)cc2)[C@@H](CO)O1)NCc1ccncn1	.	14	-2	-29
40	CC(C)(C)NC(=O)C(OC(=O)c1ccco1)c1ccccc1F (stereo not drawn)	.	-8	-2	.
41	O=C(COc1ccc(S(=O)(=O)N2CCOCC2)cc1)NCCc1ccc(Cl)cc1	5	.	-3	-11
42	COc1ccccc1-c1ccc([C@@H]2[C@@H](C#N)N(C(=O)NC3CCCC3)[C@@H]2CO)cc1	.	-30	.	-11
43	COC(=O)c1ccc(C2/C(=C(/O)c3ccc(OC)cc3)C(=O)C(=O)N2c2cc(C)on2)cc1 (stereo not drawn)	-4	.	0	2
44	C[C@H](CO)N1C[C@H](C)[C@H](CN(C)C(=O)Nc2ccc3c(c2)OCO3)Oc2ccc(NC(=O)Nc3cccc4ccccc34)cc2C1=O	-9[16.7 µM]	14	-2	-2
45	Fc1ccc(-n2c(-c3ccc4ccccc4n3)n[nH]c2=S)cc1Cl	.	.	1	-11
46	COc1ccc(NC(=O)Nc2ccc3c(c2)[C@H]2C[C@H](CC(=O)NCc4ccccn4)O[C@H](CO)[C@H]2O3)cc1	1[16.7 µM]	4	-5	-9
47	CCOC(=O)N1CCN(C(=O)CN(C)S(=O)(=O)c2ccc(OCC)cc2)CC1	.	22	0	.
48	CCOc1ccccc1-n1c(SCC(=O)NC(C)CC)nnc1-c1ccoc1C (stereo not drawn)	-3	.	1	4
49	CCc1cc(=O)oc2cc(C)cc(OC(C)C(=O)NCCCN3CCOCC3)c12 (stereo not drawn)	-5	0	-1	-2
50	C/C(=N/NC(=O)CNS(=O)(=O)c1ccc(C)cc1)c1cccc([N+](=O)[O-])c1	21	-3	-1	-9
51	COc1ccc(C2=CC(=O)C[C@H](c3ccc4c(c3)OCO4)C2)cc1	-2	.	-3	-21
52	O=C(COC(=O)c1ccc([N+](=O)[O-])s1)Nc1ccc(F)cc1	0	-24	-1	-106

entry	PglD inh	FN deposit inh	C2C12 statin	CFTR F508del cor
37	1	.	44	0.3
38	2	-11	-9	4.3
39	4	-2	17	-2.5
40	0	6	12	-1.4
41	5	-2	-3	-2.2
42	.	12	.	1.1
43	4	2	-2	.
44	0	.	43	-1.7
45	-2	-2	.	0.4
46	-1	.	4	-0.7
47	-2	3	14	-1.6
48	2	2	.	.
49	3	-1	12	-1.5
50	6	5	.	-0.4
51	2	.	1	.
52	1	-15	26	3.6

# Shown with one line to a screen: part of the list above.
29: Cc1ccc(C(=O)C=CNNC(=O)c2ccccc2)cc1
30: Cc1ccc(C(=O)OCC(=O)Nc2cccc(Br)c2)s1

screen / no. | 29 | 30
miR122 inh | -1 | 1
INS-1E GSIS act | -9 | 15
Cneo AK release | -1 | -1
PGC1a acetyl inh | . | 8
PglD inh | 1 | -10
FN deposit inh | 4 | 3
C2C12 statin | 2 | -35
CFTR F508del cor | 2.4 | -2.3
